# Bioassay records as filed in PubChem BioAssay.
# P. falciparum M1AAP = P. falciparum M1AAP inhibitors, biochemical, fluorogenic H-Leu-NHMec substrate, 1536-well (AID 1445); Aminopeptidase N (Plasmodium falciparum (isolate 3D7)); recombinant M1AAP, H-Leu-NHMec fluorogenic kinetic assay; higher % means a stronger effect; one-dose inhibition, % at 30 µM; IC50 in µM for titrated hits; actives 0.42% (n = 220,000);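 active = primary inhibition above the hit cutoff, then over 50% inhibition at one or more dose response concentrations, cut at about 23% in these data, passing the limit was not always enough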;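 note: plate controls were DMSO full reaction for no effect and no enzyme background for full effect; strong numbers were not always called active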
# PMI inhibitors = inhibitors of human PMI, primary screen, biochemical, fluorescence intensity, coupled assay (AID 1209); purified PMI enzyme, coupled fluorescence intensity; higher % means a stronger effect; inhibition, % at 20 µM, or IC50 in µM where a hit was titrated; actives 0.42% (n = 190,000);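 note: plate controls were DMSO vehicle for no effect and wells lacking substrate for full effect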
# TNAP activators = human TNAP enzyme activators, primary screen, biochemical, luminescent, no phosphate acceptor, uHTS (AID 1001); activation fold at 20 µM; hits with a dose series show EC50 in µM; actives 0.03% (n = 200,000); purified TNAP, luminescent activation assay, no phosphate acceptor; higher activation fold means a stronger effect; in the data active = activation fold from about 3, or a potency from the dose series; inactive = the rest, 99 in 100 with activation fold below about 1.6; note: many of its hits are not listed in these tables
# CSM14.1 death rescue = rescue of cells from ER stress-induced death, primary screen, 384-well, CSM14.1, thapsigargin, ATP luminescence (AID 1222). CSM14.1 thapsigargin-induced death rescue, ATP luminescence; higher % means a stronger effect. one-dose cellular ATP content (survival), % at 20 µM; EC50 in µM for titrated hits. 190,000 tested, under 10 active;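 active = EC50 below 50 µM in the dose-response confirmation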;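 note: death triggered by thapsigargin at about 15 µM added after 2 h compound pretreatment; cell ATP read after overnight thapsigargin exposure of roughly 18 to 22 hours; normalized against plate controls of thapsigargin alone and 5% DMSO vehicle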
# M17LAP inhibition = P. falciparum M17LAP inhibitors, primary screen, biochemical, fluorogenic H-Leu-NHMec substrate, 1536-well (AID 1619); Leucine aminopeptidase (Plasmodium falciparum (isolate 3D7)); recombinant M17LAP, H-Leu-NHMec fluorogenic kinetic assay; higher % means a stronger effect; one-dose inhibition, % at 30 µM; IC50 in µM for titrated hits; actives 0.38% (n = 220,000);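 active = compound inhibiting the enzyme by more than half at any dose during confirmatory dose-response retesting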;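 note: plate controls were full reaction with DMSO carrier for no effect and no enzyme background for full effect; strong numbers were not always called active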
# Myeloid diff 2 = induction of myeloid progenitor differentiation, primary screen, cell-based, flow cytometry, MLPCN library. ER-HoxA9 myeloid progenitors, lysozyme-GFP differentiation. calls only at 10 µM. actives 1% (n = 360,000). AID 624256, 2012;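 active = normalized GFP-positive differentiation at or above the plate's own cutoff, the solvent-only control mean plus 3 SD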;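 note: cells exposed to compound for four days before flow analysis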
# XIAP displacement = XIAP antagonists, biochemical, IAP family, fluorescence polarization (AID 1018). E3 ubiquitin-protein ligase XIAP (Homo sapiens). XIAP BIR domain, fluorescence polarization peptide displacement; higher % means a stronger effect. displacement, % at 20 µM; hits with a dose series show IC50 in µM. actives 0.007% (n = 200,000); in the data active = displacement above about 50%; note: a part of the inactive calls stands beside numbers as strong as those of hits
# human PMI inhibitors = human PMI inhibitors, high substrate, primary screen, biochemical, fluorescence intensity, high mannose 6-phosphate (AID 1220); actives 0.66% (n = 190,000); inhibition, % at 20 µM, or IC50 in µM where a hit was titrated; Mannose-6-phosphate isomerase (Homo sapiens); recombinant PMI enzyme, coupled fluorescence intensity; higher % means a stronger effect
# LYP inhibition = inhibitors of LYP phosphatase, biochemical, fluorescence intensity, uHTS (AID 1779). one-dose inhibition, % at 11.5 µM; IC50 in µM for titrated hits. actives 0.054% (n = 290,000). recombinant LYP phosphatase, fluorescence intensity; higher % means a stronger effect;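 note: plate controls were vehicle with enzyme for no effect and no enzyme for full effect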
# Myeloid diff 2 GFP+ MAC1+ % = further read-out of Myeloid diff 2, marked with its call; GFP+ MAC1+ double positive, %; measured here: differentiation confirmed by MAC1 staining
# The depositor's hits bear a star; i = inactive; . = not tested or not shown. Cut-off read from the data, not from the text of the source, unless noted: active = inhibition above about 50%; inactive = the rest.
SMILES	P. falciparum M1AAP	PMI inhibitors	TNAP activators	CSM14.1 death rescue	M17LAP inhibition	Myeloid diff 2	Myeloid diff 2 GFP+ MAC1+ %	XIAP displacement	human PMI inhibitors	LYP inhibition
COCc1cc(=O)[nH]c(/N=C(\N)Nc2cccc(Cl)c2)n1	-13%	12%	1.9	-0.9%	4%	i	0.2	-6.0%	14%	-4%
Nc1nc(CSc2ncccn2)nc(Nc2ccccc2)n1	-4%	7%	1	-0.2%	-2%	i	1.0	15%	7%	-2%
CCCCCCCn1c(=O)c(C(=O)OC)c(N)c2ccccc21	-2%	.	.	.	0%	i	0.6	.	.	-1%
COc1ccc2c(c1)CCc1c(C(=O)Nc3cc(C)n(Cc4ccc(Cl)cc4)n3)noc1-2	4%	12%	1.1	-3.1%	-1%	i	3.7	.	8%	1%
O=C(Cn1c(=O)n(CCCCC(=O)NC2CCCC2)c(=O)c2ccccc21)NCCC1=CCCCC1	0%	-1%	1.1	-1.0%	1%	i	0.2	-7.3%	-4%	-17%
Cc1cccc(-n2[nH]c(C)c(C=Nc3ccc4[nH]c(=O)[nH]c4c3)c2=O)c1	7%	1%	1.1	-1.0%	0%	i	0.3	-2.5%	-4%	-8%
COc1ccccc1N1C(=O)[C@@H]2C(C(=O)CN3C(=O)c4ccccc4C3=O)=NN[C@@H]2C1=O	0%	.	.	.	-15%	i	0.5	.	.	-1%
COc1ccc2c(c1)c(=O)oc1cc3occ(C(C)(C)C)c3cc12	5%	-7%	1.2	-1.0%	-3%	i	1.0	-5.3%	-9%	-3%
O=C(COc1ccccc1Cl)c1ccc[nH]1	8%	-8%	1	-1.0%	0%	i	0.5	-3.9%	2%	-1%
CC(C)c1ccc(C(=O)NCCCN2CCN(CCCNC(=O)c3ccc(C(C)C)cc3)CC2)cc1	2%	4%	1.3	-3.9%	-6%	i	0.4	-4.8%	6%	-5%
O=S(=O)(NCc1ccccc1)c1ccc(S(=O)(=O)N(Cc2ccccn2)Cc2ccco2)cc1	-2%	6%	1	-0.2%	5%	i	8.4	-3.2%	4%	1%
Cc1cccc(NC(=S)N2CCC(C(=O)c3ccc(F)cc3)CC2)c1C	6%	8%	1.1	12%	13%	.	.	0.0%	12%	-4%
Cc1nc(C#N)c(N/N=C/c2cccc(Cl)c2)o1	6%	8%	1.1	-3.7%	5%	i	1.3	-1.5%	13%	0%
CCCC(=O)N(c1ccc2oc(=O)sc2c1)S(=O)(=O)c1ccccc1	7%	4%	1	.	6%	i	1.3	-3.4%	1%	2%
Cc1cc(NS(=O)(=O)c2ccc(NC(=S)NCc3ccccc3)cc2)no1	3%	-1%	1	-1.2%	3%	i	0.3	-12%	-3%	2%
CC1(C)C2([N+](=O)[O-])CN3CC1([N+](=O)[O-])CN(C2)C3C(O)C(O)C(O)CO (stereo not drawn)	4%	.	.	.	13%	i	0.4	.	.	-5%
CC(C)(C)c1ccc(C(=O)O)c(C(=O)c2ccccc2)c1	4%	15%	1.1	0.7%	-4%	i	0.2	-2.9%	9%	-12%
N#CCC(=O)c1ccccc1Oc1ccc(Cl)cc1	-3%	6%	1.1	.	-4%	i	0.4	-2.9%	4%	2%
COc1ccc(-c2ccc([C@H]3[C@@H]4C=CCC[C@@]4(C)C(=O)N3Cc3ccccc3)c(F)c2)cc1	2%	.	.	.	-2%	i	0.6	.	.	4%
CCOc1ccc(-c2cc3nc(C4CCN(C(=O)OC(C)(C)C)CC4)c(C(=O)O)cn3n2)cc1	7%	8%	1	-1.0%	5%	i	4.2	-8.4%	0%	4%
CCOC(=O)N1CCC(n2c(SCC(=O)NCCc3ccc(S(N)(=O)=O)cc3)nc3ccccc3c2=O)CC1	-11%	-16%	1	-0.1%	18%	i	0.6	-3.6%	-14%	2%
CC1CCCN(c2nc3ccccc3nc2C(C#N)S(=O)(=O)c2cccs2)C1 (stereo not drawn)	14%	38%	1.1	-0.8%	26%	i	8.3	-1.9%	-74%	-3%
Cc1cc(C)cc(-c2nnc(SCC(=O)N3CCN(C(=O)c4ccco4)CC3)o2)c1	5%	-18%	1.1	1.7%	-10%	i	3.5	-0.6%	1%	-3%
CN(C)c1ccc(C(=O)NC2(N3CCC3=O)CCCC2)cc1	5%	4%	1.1	-1.1%	-8%	i	0.4	8.3%	8%	-4%
CC1=CC(=O)[C@H]2C(C)(C)CCC[C@]2(C)[C@@]1(O)CO	5%	4%	1	-1.8%	-2%	i	2.0	-3.5%	-2%	-2%
O=C(NCCN1CCOCC1)C1CCN(S(=O)(=O)N2CCCC2)CC1	3%	-6%	1.1	-0.6%	2%	i	0.1	-1.1%	-5%	-10%
Cc1nc2ccccc2nc1OCC(=O)Nc1ccc(F)cc1	6%	0%	1.1	1.0%	1%	i	0.2	-3.5%	1%	-3%
COC(=O)C1(NC(=O)NC2CCCCC2)CCCCC1	4%	.	.	.	0%	i	0.5	.	.	3%
Cc1ccccc1/C(N)=N/OC(=O)N1c2ccccc2Sc2ccccc21	2%	19%	1.1	-5.8%	1%	i	0.5	-3.0%	17%	7%
CC(C)Nc1c(N)c(=O)oc2ccccc12	4%	0%	1.1	-2.2%	6%	i	0.7	-1.8%	-1%	-9%
CC1(C)CC(=O)N(CC(=O)N2CCN(c3ncccn3)CC2)c2ccccc2S1(=O)=O	10%	10%	1.2	-2.2%	15%	i	2.5	-0.4%	6%	0%
Cc1cc(C)c2c(C)[nH]nc2n1	-5%	.	.	.	-13%	i	0.2	.	.	-10%
COc1cccc(NC2c3ccccc3C(=O)N2Cc2ccco2)c1 (stereo not drawn)	13%	7%	1.1	0.9%	13%	i	3.6	-4.1%	31%	-1%
CC(C)c1ccc(NC(=O)N(CCc2nc3ccccc3[nH]2)C2CCCC2)cc1	5%	4%	1.2	0.5%	2%	i	0.3	-6.0%	-1%	3%
Cc1ccc(NNC(=O)CCc2ccccc2)c(C)c1	1%	.	.	.	-1%	i	0.6	.	.	-2%
Fc1ccc(-c2[nH]ncc2CN(CC2CCC2)CC2CCCO2)c(F)c1 (stereo not drawn)	.	0%	0.8	-1.5%	.	i	0.5	-8.3%	2%	-8%
CCS(=O)(=O)N1CCN(c2ccc([N+](=O)[O-])c(NCC3CCCO3)c2)CC1 (stereo not drawn)	7%	15%	0.9	-0.1%	5%	i	0.8	-2.8%	15%	1%
O=c1cc([O-])[n+]2c3n1CCCN3CCC2	-2%	-1%	1.2	0.4%	-11%	i	0.4	-1.7%	5%	-3%
O=[N+]([O-])c1ccc(N2CCCCC2)cc1SCCO	32%	14%	0.8	1.2%	9%	i	0.8	-1.5%	48%	3%
COc1ccc(-c2nnc(SCc3csc(N)n3)n2C)cc1	5%	-3%	1.1	3.0%	-6%	i	14	-4.3%	12%	-6%
Cc1cc(C)cc(OCC(=O)NC2CCCc3ccccc32)c1 (stereo not drawn)	-10%	17%	1.1	-3.7%	8%	i	1.3	-4.5%	2%	-4%
COCCCN(C(C)=O)c1nc(-c2ccccc2)cs1	9%	5%	1	-2.8%	-3%	i	2.3	-6.2%	0%	-11%
CC(C)(C)c1cc(C(=O)N2CCN(c3ncccn3)CC2)ccn1	-1%	3%	1.1	0.4%	-14%	i	0.9	-2.5%	-4%	-10%
COc1ccc(CCn2c(N)c(S(=O)(=O)c3cccs3)c3nc4ccccc4nc32)cc1OC	15%	-2%	1.1	2.6%	4%	i	5.3	1.2%	9%	-4%
CN(C)CCSc1nnc2[nH]c3ccccc3c2n1	7%	-54%	1	-0.9%	11%	i	0.2	-9.4%	-69%	-1%
O=C(COc1ccc(Br)cc1F)NC1CCN(Cc2ccccc2)CC1	0%	-3%	1	2.4%	-3%	i	0.4	-2.3%	-6%	-7%
CCOC(=O)c1ccc(NC(=O)C(=O)NCc2ccc(/C=C(/C#N)C(=O)NCCOC)o2)cc1	-2%	6%	1.1	5.6%	8%	i	0.5	2.9%	9%	-4%
Cc1ccc(S(=O)(=O)O/N=C2/CCCc3occc32)cc1	-4%	-2%	1.2	0.1%	-5%	i	0.5	-0.2%	8%	-7%
Cc1ccc(C(=O)N/C(=C\c2ccco2)C(=O)NC2CCS(=O)(=O)C2)cc1 (stereo not drawn)	3%	.	.	.	16%	i	0.2	.	.	-11%
CC(Sc1n[nH]c(N)n1)C(=O)Nc1ccccc1-c1ccccc1 (stereo not drawn)	7%	-1%	1.1	-1.0%	4%	i	0.6	-5.4%	0%	0%

# Entries of single compounds, looked up by structure. Order of screens: P. falciparum M1AAP | PMI inhibitors | TNAP activators | CSM14.1 death rescue | M17LAP inhibition | Myeloid diff 2 | Myeloid diff 2 GFP+ MAC1+ % | XIAP displacement | human PMI inhibitors | LYP inhibition
# `CC1(C)CC(=O)N(CC(=O)N2CCN(c3ncccn3)CC2)c2ccccc2S1(=O)=O` across the screens: 10% | 10% | 1.2 | -2.2% | 15% | i | 2.5 | -0.4% | 6% | 0%
# `COc1cccc(NC2c3ccccc3C(=O)N2Cc2ccco2)c1` (stereo not drawn) across the screens: 13% | 7% | 1.1 | 0.9% | 13% | i | 3.6 | -4.1% | 31% | -1%

# Later entries.
SMILES	P. falciparum M1AAP	PMI inhibitors	TNAP activators	CSM14.1 death rescue	M17LAP inhibition	Myeloid diff 2	Myeloid diff 2 GFP+ MAC1+ %	XIAP displacement	human PMI inhibitors	LYP inhibition
Nc1n[nH]c(-c2ccc(F)cc2)n1	2%	-8%	0.7	2.3%	5%	i	0.5	-0.3%	-6%	-4%
Cc1ccc(NC(=O)c2cc(=O)c3ccccc3o2)cc1	15%	2%	1.1	0.8%	-1%	i	0.3	-5.6%	1%	-6%
O=C(NCCO)/C(=C\c1cccs1)NC(=O)c1cccs1	4%	1%	0.9	-3.0%	-1%	i	1.9	-8.5%	-1%	-4%
C/C(=N/Oc1nc(C)cc(C)n1)c1ccc(F)cc1	0%	11%	1.1	-1.0%	-4%	i	0.5	0.1%	9%	-5%
CCn1cc(C(=O)N2CCN(c3ccc(OC)cc3)CC2)c2cc(OC)c(OC)cc2c1=O	-2%	-1%	1.2	-1.6%	-3%	i	0.4	-0.3%	-8%	-4%
CCCS(=O)(=O)N1CCC(C(=O)NCCCN2CCCC2=O)CC1	-2%	1%	1.1	-2.3%	7%	i	1.8	-5.3%	0%	3%
CS(=O)(=O)N1CCC(c2noc(-c3ccc(C(F)(F)F)cc3)n2)CC1	-2%	16%	1	0.2%	8%	i	0.7	-0.6%	20%	-2%
O=C(O)CCC(=O)NNC(=O)c1cccs1	-1%	4%	1.1	1.7%	11%	i	0.3	-10%	2%	-8%
O=C(Nc1ccc(N2CCN(c3ccc(O)cc3)CC2)cc1)Oc1ccccc1	7%	34%	1.1	-0.1%	18%	i	4.9	4.4%	22%	-3%
Cc1cccc2c1OCC/C2=N\NC(=O)COc1ccccc1	8%	0%	1	-2.1%	2%	i	0.8	-21%	0%	-3%

# Hits appear at their usual frequency, and some 2.7% of all compounds hit somewhere here.
